# HePTP inhibitor = inhibitors of human HePTP phosphatase | recombinant HePTP phosphatase activity, OD absorbance | inhibition, % at 20 µM | P35236 | actives 0.64% (n = 110,000); in the data active means inhibition above about 50%;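 further: plate controls were vehicle for no effect and reference inhibitor for full effect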
# BAP1 block = human BAP1 deubiquitinase inhibition. Q92560. recombinant BAP1, Ub-AMC hydrolysis fluorescence kinetic; stronger effect = lower value. actives 0.48% (n = 72,000). activity remaining (% of control), % at 20 µM;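 active means activity remaining at or below 50% of control, provided the compound also passes the data quality filters; inactive means the rest, including low values that fail the filters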;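 further: 100% = DMSO wells rate and 0% = substrate alone blank rate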
# Target sequence (Q92560 whole entry, looked up): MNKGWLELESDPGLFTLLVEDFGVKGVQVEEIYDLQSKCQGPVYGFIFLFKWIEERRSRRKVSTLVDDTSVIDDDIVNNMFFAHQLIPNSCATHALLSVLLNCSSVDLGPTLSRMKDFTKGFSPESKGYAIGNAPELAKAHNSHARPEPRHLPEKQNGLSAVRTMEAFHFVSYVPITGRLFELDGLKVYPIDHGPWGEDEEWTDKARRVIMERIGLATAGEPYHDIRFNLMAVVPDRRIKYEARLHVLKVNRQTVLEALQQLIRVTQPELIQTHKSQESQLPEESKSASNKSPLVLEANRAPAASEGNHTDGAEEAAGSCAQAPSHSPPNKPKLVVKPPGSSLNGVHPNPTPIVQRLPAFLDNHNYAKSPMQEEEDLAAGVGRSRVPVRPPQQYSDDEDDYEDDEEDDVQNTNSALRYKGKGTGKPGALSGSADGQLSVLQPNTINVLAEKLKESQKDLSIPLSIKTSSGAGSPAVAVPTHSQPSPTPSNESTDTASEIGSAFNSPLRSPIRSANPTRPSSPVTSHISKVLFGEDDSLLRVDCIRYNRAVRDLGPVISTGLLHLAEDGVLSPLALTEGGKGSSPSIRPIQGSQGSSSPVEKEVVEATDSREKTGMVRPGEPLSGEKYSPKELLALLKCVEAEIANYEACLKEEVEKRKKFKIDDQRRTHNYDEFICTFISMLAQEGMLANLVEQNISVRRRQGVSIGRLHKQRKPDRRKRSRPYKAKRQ
# Starred values were filed as active, the others as inactive; i = inactive; x = no result given; & = joins results of further samples.
smiles | BAP1 block | HePTP inhibitor
O=C(NCc1ccco1)/C(=C/c1ccc(F)cc1)NC(=O)c1ccccc1Cl | x | 14
Cc1nc2cc(-c3cccc(Cl)c3)nn2c(N2CCN(C(=O)c3ccco3)CC2)c1C | x | -6
CCN(CC)S(=O)(=O)c1ccc(C(=O)NCC(c2cccs2)N2CCOCC2)cc1 (stereo not drawn) | x | 2
Nc1ccc(S(=O)(=O)Nc2ccnn2-c2ccccc2)cc1 | 99 | x
Cc1cccc(C(=O)Nc2ccc(O)cc2)c1 | 124 | -2
CCN(CC)C(=O)C1CCCN(Cc2ccccc2C(F)(F)F)C1 (stereo not drawn) | 98 | 4
COc1ccc(Nc2nc(N3CCCC3)nc3ccccc23)c(OC)c1 | 166 | 8
CCOC(=O)c1c(NC(=O)c2ccc(F)cc2)sc(C)c1C | 122 | x
CCOC(=O)c1[nH]c(C)c(CN(CCc2ccccc2)C(=O)CCC(=O)O)c1C | 101 | 0
O=C(NCc1ccc2c(c1)OCO2)c1cc2ncc(Br)cn2n1 | x | 19
COc1ccc(C(=O)Nc2cc(Cl)ccc2Cl)cc1NC(=O)C(C)Oc1ccccc1 (stereo not drawn) | x | 0
Cc1ccc(C2/C(=C(\O)c3ccc([N+](=O)[O-])cc3)C(=O)C(=O)N2CCCCCC(=O)O)cc1 (stereo not drawn) | x | 2

# Complete entries, looked up by structure. Order of screens: BAP1 block	HePTP inhibitor
# Cc1nc2cc(-c3cccc(Cl)c3)nn2c(N2CCN(C(=O)c3ccco3)CC2)c1C is entered as x	-6
# COc1ccc(Nc2nc(N3CCCC3)nc3ccccc23)c(OC)c1 is entered as 166	8
# Cc1ccc(C2/C(=C(\O)c3ccc([N+](=O)[O-])cc3)C(=O)C(=O)N2CCCCCC(=O)O)cc1 (stereo not drawn) is entered as x	2
# CCN(CC)C(=O)C1CCCN(Cc2ccccc2C(F)(F)F)C1 (stereo not drawn) is entered as 98	4
# O=C(NCc1ccc2c(c1)OCO2)c1cc2ncc(Br)cn2n1 is entered as x	19

# (more compounds)
smiles | BAP1 block | HePTP inhibitor
Cc1ccc(COc2ccc3c4c(c(=O)oc3c2)CCCC4)cc1 | x | 8
CCN1C(=O)/C(=C\c2ccc(OCCOc3cccc(OC)c3)c(OC)c2)SC1=S | x | 15
CC(=O)Cc1ccccc1OC(=O)c1ccco1 | 103 | 12
Cc1cc(C=C2C(=O)NC(=S)NC2=O)c(C)n1-c1cccc(Cl)c1 | x | 5
COc1ccc(NC(=O)Cn2c(=O)sc3ccccc32)c(OC)c1 | 98 | -4
COc1ccc(/C=C2\SC(=S)N(c3cccc(C)c3C)C2=O)cc1 | x | -7
CN(C)c1ccc(C=Nc2ccc(N(C)C)cc2)cc1 | 78 | -4
O=S(=O)(NCc1ccc2c(c1)OCO2)c1ccc(Cl)cc1Cl | x | 6
CCSc1nnc(NC(=O)C2CCCCC2)s1 | x | 2
COc1ccc(CNC(=O)C2CCN(C(=O)[C@@H](CC(C)C)NC(=O)OC(C)(C)C)CC2)cc1 | 69 | 2
Fc1ccc(C2CC(c3ccco3)n3ncnc3N2)cc1 (stereo not drawn) | x | 10
CCN(CC)CCCN1C(=O)C(=O)/C(=C(/O)c2cnn(-c3ccccc3)c2C)C1c1ccncc1 (stereo not drawn) | 90 | 7
COC(=O)c1ccccc1NC1OC(=O)c2ccccc21 (stereo not drawn) | x | -12
Cc1ccc(NC(=O)c2cccs2)cc1 | x | 7
CCOC(=O)C1=C(C)NC2=C(C(=O)CCC2)C1c1cc2c(cc1Cl)OCO2 (stereo not drawn) | x | -11
COc1cc(OC)c(/C=C2\C(=O)NC(=O)N(c3ccc(Cl)cc3)C2=O)cc1Br | x | -1
O=C(NCc1cccs1)c1cc(-c2ccccc2)on1 | 92 | 7
COc1ccc(-n2nc3cc(C)c(NC(=O)c4cccc(OC)c4)cc3n2)cc1 | x | 5
COCC(=O)c1[nH]c2ccccc2c1C | 90 | -7
CCOC(=O)c1c(COc2ccccc2)oc2ccc(O)cc12 | 56 | 8
C=CCN(CC=C)S(=O)(=O)c1ccc(NC(C)=O)cc1 | x | 16
COc1ccc(Cl)cc1C(=O)Nc1ccc(NC(=O)c2ccc(C(C)(C)C)cc2)cc1 | x | 12
Cc1nnc(C)n1/N=C/c1ccccc1Cl | x | 4
CC(C)(C)NC(=O)CSc1nncn1-c1ccccc1 | 84 | 6
CCOC(=O)c1[nH]cnc1C(=O)Nc1ccccc1 | x | -1
NC1=NC(=O)/C(=C/c2ccc(Cl)cc2)S1 | x | -9
CC1(C)C2CCC13CS(=O)(=O)N[C@@H]3C2 (stereo partly drawn) | 94 | 2
COC(=O)c1coc(-c2ccc(OC)cc2)c1C(=O)OC | x | 2
Oc1cccc(/C=N/c2c(-c3ccco3)nc3ccccn23)c1 | 67 | -5&-16
c1ccc(Cn2nnc3c(NCCN4CCOCC4)ncnc32)cc1 | 85 | 3
Cc1cc(C)nc(Sc2ccc3nnc(C(F)(F)F)n3n2)n1 | x | -2
CC(C)(C)NCC(O)COc1cccc2[nH]c(=O)[nH]c12 (stereo not drawn) | 87 | x
CCOc1cc(OCC)cc(C(=O)Nc2cccc(Cl)c2Cl)c1 | x | 6
O=S(=O)(c1cccc2cccnc12)N(CCO)CCO | 96 | 6
Cc1ccc(S(=O)(=O)N2CCCC(C(=O)NC3=NCCS3)C2)cc1 (stereo not drawn) | 105 | 13
Cc1ccc(C2C(C(=O)c3cccs3)=C(O)C(=O)N2c2nncs2)cc1 (stereo not drawn) | x | 1
O=C(COc1ccc([N+](=O)[O-])cc1)OC1CCS(=O)(=O)C1 (stereo not drawn) | 64 | x
CN1C(=O)/C(=C\c2ccc(OCc3ccccc3Cl)cc2)SC1=S | x | 2
Cn1cnc2c1c(=O)n(Cc1ccc(F)cc1)c(=O)n2C | x | 0
O=C(Nc1cc(Cl)cc(Cl)c1)c1ccc(I)cc1 | x | -10
COc1cc(C(=O)N2CCN(C(=O)c3ccco3)CC2)cc(OC)c1OC | x | 9
CCCCOC(=O)c1ccc(NS(=O)(=O)c2cc(-c3nnnn3CC)ccc2OC)cc1 | 88 | -11
CN(C)c1ccc(/C=N/N=C2/SC(CC(=O)O)C(=O)N2c2ccc(O)cc2)cc1 (stereo not drawn) | x | 0
O=C(Nc1ccc(S(=O)(=O)N2CCCCC2)cc1)c1cnccn1 | 102 | -3
O=C(CN1C(=O)CSC1=O)N1CCc2ccccc2C1 | 98 | -5
O=C(CCC(=O)c1ccc[nH]1)c1ccc(Cl)cc1 | 81 | 10
COc1cccc(N(CC(=O)Nc2cccc(C(C)=O)c2)S(C)(=O)=O)c1 | 97 | 6
CCCCOc1ccccc1NC(=O)C=C(C)C | 146 | -1
COC(=O)c1sc(NC(=O)CC(C)C)c(C(=O)OC)c1C | x | -2
CNC(=O)c1c(N)sc2c1CCCCC2 | 81 | 6
O=C(CN(c1cccc(Br)c1)S(=O)(=O)c1ccccc1)N1CCCC1 | x | 5
Cc1no[n+]([O-])c1COc1ccccc1/C=N/n1nnnc1N | x | 3
O=c1cc(CN2CCN(CCO)CC2)c2cc3c(cc2o1)CCC3 | 82 | -10
O=C(COc1ccccc1[N+](=O)[O-])Nc1ccc(Cl)c(-c2nc3cc(Cl)ccc3o2)c1 | x | -4
O=C(CC1CCS(=O)(=O)C1)NC1CCCCC1 (stereo not drawn) | 97 | 0
O=C(NNC(=O)c1cccc(Cl)c1)c1cccc(F)c1 | x | 3
Cc1cc2cc(CNC(=O)c3ccc4c(c3)OCO4)ccc2[nH]1 | 97 | 12
Clc1ccc(OCCn2ccnc2)c(Cl)c1 | 111 | 0
C=CCc1c(C)nc2cc(-c3ccc(I)cc3)[nH]n2c1=O | x | -5
Cc1ccc(C(=O)CCNc2ccc(C)c(C)c2)o1 | x | 7

# (more compounds)
smiles | BAP1 block | HePTP inhibitor
CCOC(=O)C(C)Sc1nnc(-c2ccccc2O)n1Cc1ccccc1 (stereo not drawn) | 92 | 0
CCc1c(C)c2cc(Cl)c(O)c(CN3CCCCC3)c2oc1=O | i | 6
COC(=O)NC(Nc1sc2c(c1C(N)=O)CCCC2)(C(=O)OC)C(F)(F)F (stereo not drawn) | 108 | 2
O=C1c2cccnc2C(=O)N1c1cccc(-c2nc3ccccc3o2)c1 | 100 | 16&2
COCCOC(=O)c1c(C)oc2ccc(O)c(CN3CCC(C)CC3)c12 | 89 | -1
Cc1ccccc1OCC(O)Cn1c(SC(C)C)nc2c1c(=O)[nH]c(=O)n2C (stereo not drawn) | 97 | 0
CCCCC1CC1C(=O)Nc1ncc2c(n1)CC(C)(C)CC2=O (stereo not drawn) | 109 | 2
CCn1cc(C(=O)NCC(=O)OC)c2cc(OC)c(OC)cc2c1=O | x | 10
COc1ccc(-c2cc(C(=O)NC(C)C)c3ccccc3n2)cc1OC | x | -8
O=C(CS(=O)(=O)c1ccccc1)c1ccc2c(c1)OCCO2 | 88 | 6
COc1ccc(C2Nc3ccccc3C(=O)N2Cc2ccco2)cc1Cn1cc([N+](=O)[O-])cn1 (stereo not drawn) | x | -4
Cc1cc(C)c(OCC(=O)Nc2cccc3ccccc23)c(C)c1 | x | -1

# A draw from above in order of length of the SMILES, rising:
smiles | BAP1 block | HePTP inhibitor
Cc1cc(C)c(OCC(=O)Nc2cccc3ccccc23)c(C)c1 | x | -1
COc1ccc(-c2cc(C(=O)NC(C)C)c3ccccc3n2)cc1OC | x | -8
COCCOC(=O)c1c(C)oc2ccc(O)c(CN3CCC(C)CC3)c12 | 89 | -1
COC(=O)NC(Nc1sc2c(c1C(N)=O)CCCC2)(C(=O)OC)C(F)(F)F (stereo not drawn) | 108 | 2
COc1ccc(C2Nc3ccccc3C(=O)N2Cc2ccco2)cc1Cn1cc([N+](=O)[O-])cn1 (stereo not drawn) | x | -4

# Following part.
smiles | BAP1 block | HePTP inhibitor
Cc1noc(C)c1CSCC(=O)OCC(=O)Nc1sccc1C#N | 96 | 0
CN(C)C(=O)N1CCN(C(=O)c2ccco2)CC1 | 88 | 2
Cc1ccc(-n2[nH]c(C)c(C=Nc3cc(C)ccn3)c2=O)cc1 | 142 | 8
Cc1ccc(NC(=O)C2c3ccccc3Oc3ccccc32)c(C)c1 | 120 | x
COc1ccccc1C(=O)N1CCN(Cc2ccccc2[N+](=O)[O-])CC1 | x | -6
CCC1CCCCN1S(=O)(=O)c1ccc2c(c1)CCN2C(=O)C1CCC1 (stereo not drawn) | 99 | 10
COc1ccccc1NC(=O)N1CCCc2ccccc21 | x | 0
CCOc1ccc(CCNC(=O)CN(C)S(=O)(=O)c2cccc3nsnc23)cc1OCC | 104 | 3
O=C(Nc1ccc(SC(F)F)cc1)c1ccc2nccnc2c1 | x | 4
O=C(CCc1nc2ccccc2[nH]1)Nc1ccc2c(c1)OCCO2 | 101 | 2
O=C(Cn1ccc2ccccc2c1=O)NCCC(=O)N1CCN(C(=O)c2ccco2)CC1 | 108 | -5
CCOc1cc(C2C(C(=O)c3ccc(C)o3)=C(O)C(=O)N2CCc2ccccc2)ccc1O (stereo not drawn) | 96 | -2
CCn1c(SCC(=O)NCc2ccco2)nc2c1c(=O)n(C)c(=O)n2C | 98 | 18
Nc1nonc1OCCc1ccccc1 | 167 | 1
COC(=O)c1c(NC(=O)c2ccc(OC(C)C)cc2)sc2c1CCC(c1ccccc1)C2 (stereo not drawn) | i | x
COc1ccccc1CN1CCN(S(=O)(=O)c2ccccc2)CC1 | x | 5
NC(=O)c1ccccc1NS(=O)(=O)Cc1ccc(Cl)cc1 | x | 5
O=C(O)c1cc(-c2ccc([N+](=O)[O-])o2)c(Cl)cc1Cl | x | 2
NC1=NC(=O)C(CC(=O)Nc2ccc(C(=O)O)cc2)S1 (stereo not drawn) | x | 11
COc1ccc(NC(=O)C(=O)NCc2ccc(C)cc2)cc1 | x | 7

# Compound activity as filed in PubChem.
